Source: PubChem BioAssay (several laboratories)
GC-B act: GC-B (human) receptor activation; actives 0.11% (n = 370,000); HEK293-GC-B cells, CNP EC30, cGMP TR-FRET; 0% at EC30 CNP, 100% saturating CNP; activation, % at 10 µM; P20594;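 active = activation at 10 µM reaching about 35% in either raw or pattern-adjusted values, limit read from the data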
GAA850 FXN act: frataxin GAA850 promoter activation; activation, % at 6 µM; actives 0.56% (n = 360,000); HEK293 lucGAA850 FXN promoter luciferase reporter, 24 h; percent of 10 µM SAHA response;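 active = activation above the average of all compounds screened plus 3 SD, cutoff fixed separately per campaign, cut at about 7.5% in these data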;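 also: 0% = DMSO wells and 100% = 10 µM SAHA wells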
ASAP1 GAP inh: inhibitors of human ASAP1 ArfGAP activity; Q9ULH1; ASAP1-stimulated ARF1 GTP hydrolysis, GDP FP detection; inhibition, % at 16.5 µM; actives 0.19% (n = 360,000); in the data active = inhibition above about 25%;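 also: 0% = vehicle with enzyme and substrate and 100% = no enzyme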
Target sequence (Q9ULH1 325-724 limits assumed): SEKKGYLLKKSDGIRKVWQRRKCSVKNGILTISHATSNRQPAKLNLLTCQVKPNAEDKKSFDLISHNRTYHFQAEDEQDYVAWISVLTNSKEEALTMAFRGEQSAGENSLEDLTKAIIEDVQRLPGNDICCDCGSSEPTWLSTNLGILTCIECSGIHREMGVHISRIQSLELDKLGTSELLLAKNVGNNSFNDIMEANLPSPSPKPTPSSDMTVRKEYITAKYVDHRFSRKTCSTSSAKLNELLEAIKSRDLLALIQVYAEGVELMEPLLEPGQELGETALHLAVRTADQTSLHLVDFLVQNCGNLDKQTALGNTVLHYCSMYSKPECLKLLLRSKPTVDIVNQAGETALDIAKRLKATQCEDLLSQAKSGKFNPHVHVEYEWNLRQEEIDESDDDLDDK
KLK7 zymogen act: activators of human kallikrein-7 zymogen; AID 652039; purified proKLK7, EDANS-DABCYL substrate fluorescence; 100% is mature enzyme control, 0% vehicle; activation, % at 7 µM; actives 0.9% (n = 370,000); P49862;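 active = activation above the mean of all tested compounds plus 3 SD, computed per campaign excluding outliers beyond control limits, cut at about 13% in these data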
Target sequence (P49862 whole entry, looked up): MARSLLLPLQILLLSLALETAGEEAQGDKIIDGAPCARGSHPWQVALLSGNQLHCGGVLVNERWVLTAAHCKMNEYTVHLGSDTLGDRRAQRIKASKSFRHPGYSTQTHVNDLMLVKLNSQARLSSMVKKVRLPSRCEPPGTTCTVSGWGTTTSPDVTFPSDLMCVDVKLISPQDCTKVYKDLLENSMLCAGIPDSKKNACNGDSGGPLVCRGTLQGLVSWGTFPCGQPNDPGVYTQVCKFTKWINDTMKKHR
rCAG RNA binder: binds r(CAG) RNA repeats | r(CAG) RNA repeat, TO-PRO-1 dye displacement fluorescence | inhibition, % at 3 µM | actives 1.3% (n = 370,000);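 active = inhibition above the plate cutoff, the mean of all test compounds on that plate plus 3 SD, cut at about 35% in these data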;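 also: 0% = DMSO alone and 100% = 100 µM mitoxantrone as full dye displacement; higher means more dye released from RNA so lower well fluorescence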
Tn6 DDE FP: inhibitors of Tn6 peptide binding to human fibrin DD(E) | actives 0.21% (n = 370,000) | Fibrin DD(E) TRITC-Tn6 fluorescence polarization displacement | inhibition, % at 8.3 µM;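 active = inhibition above a per-campaign cutoff: mean of compounds within control limits plus 3 SD, cut at about 15% in these data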;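 also: 0% = median of all compound wells on the plate and 100% = blocking peptide control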
ARFGAP1 inhibitor: inhibits rat ARF GTPase activating protein 1 | Q62848 | Arfgap1-stimulated ARF1 GTP hydrolysis, GDP FP detection | inhibition, % at 16.5 µM | actives 0.26% (n = 360,000);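 active = inhibition above a per-plate limit, mean inhibition of low control wells plus 3 SD, cut at about 25% in these data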;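 also: 0% = DMSO wells with enzyme and 100% = wells lacking Arfgap1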
Target sequence (Q62848 1-136 limits assumed): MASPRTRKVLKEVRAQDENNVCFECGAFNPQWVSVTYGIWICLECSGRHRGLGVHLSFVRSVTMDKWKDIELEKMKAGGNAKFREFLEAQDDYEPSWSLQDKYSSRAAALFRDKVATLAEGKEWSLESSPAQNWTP
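System: truncated rat Arfgap1 GAP domain / Medium: HEPES-based buffer, pH 7.5 / Also added: N-terminally truncated human ARF1-GTP substrate / Incubation: enzyme reaction 120 min at 25 °C after 20 min preincubation / Measured by: FP of antibody-bound GDP Alexa 633 tracer, ex 620/em 688 nm / Replicates: singlicate, each compound tested once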
ADAM10 inh: inhibits human ADAM10. O14672. inhibition, % at 7 µM. actives 0.62% (n = 370,000). recombinant ADAM10, EDANS/DABCYL FRET peptide cleavage, 3 h;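 active = inhibition above a per-campaign cutoff equal to the mean of compounds falling between control-based bounds plus 3 SD, cut at about 20% in these data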;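 also: 0% = DMSO wells while the 100% control is not disclosed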
GC-A act: GC-A (human) enzyme activation | P16066 | HEK293 GC-A cells, cGMP TR-FRET, EC30 ANP; 0% at EC30 ANP, 100% saturating ANP | activation, % at 10 µM | actives 0.14% (n = 370,000) | AID 1671463; in the data active = activation above about 40%
HGIII-sPLA2 inh: Inhibits HGIII-sPLA2 liposome hydrolysis, primary screen; AID 743126; inhibition, % at 12.2 µM; Q9NZ20; QFRET BODIPY PC-A2 liposome hydrolysis, fluorescence; actives 0.56% (n = 370,000);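 active = inhibition above mean plus 3 SD of compounds lying within the high and low control bounds, cut at about 19% in these data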;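 also: 0% = median of test compound wells and 100% = no enzyme DMSO wells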
An asterisk follows results filed as active; . = not tested or not shown.

canonical_smiles	GC-B act	GAA850 FXN act	ASAP1 GAP inh	KLK7 zymogen act	rCAG RNA binder	Tn6 DDE FP	ARFGAP1 inhibitor	ADAM10 inh	GC-A act	HGIII-sPLA2 inh
COc1ccc(N2CCN(C3CCCCC3NS(=O)(=O)c3ccccc3)CC2)cc1 (stereo not given)	-9	0.8	-3	0.0	-2	0	-6	10	-3	10
Cn1c(N)c(C(=O)CCc2ccccc2)c(=O)n(C)c1=O	-5	.	-9	-0.2	1	0	-10	-1	8	1
CCN1CCc2nc3ccccc3c(C(=O)Nc3ccc(F)cc3)c2C1	2	0.4	-4	0.5	3	-2	3	-7	4	1
Cc1cc(C)c(C(N)=O)c(NC(=O)Nc2ccccc2Cl)n1	5	5.8	-7	0.0	-3	-2	9	-1	1	7
Cc1ccc(/C=C2\SC(=S)N(CCCC(=O)Nc3ccccn3)C2=O)cc1	3	-12	0	0.8	4	4	-7	-2	-5	-4
CCNC(=S)N1CCN(S(=O)(=O)c2ccccc2C(F)(F)F)CC1	0	2.4	-2	-0.4	-2	-4	-2	5	2	10
COC(=O)c1c(NS(=O)(=O)c2ccc3ccccc3c2)sc2c1CCCC2	4	-0.1	-4	0.6	44*	1	0	13	4	-19
CCCCC(=O)Nc1cccc(-c2cn3ccsc3n2)c1	-2	1.3	-2	-0.2	2	-1	5	1	0	-6
COC(=O)c1sc(=S)n(-c2cccc(Cl)c2)c1N	0	1.9	-3	-0.5	0	3	11	2	1	0
Cc1ccc2cc(CN(c3cccc(C)c3C)S(=O)(=O)c3ccccc3)c(=O)[nH]c2c1	8	1.3	9	0.6	3	-11	1	-16	-4	1
COc1cc(OC)c2nc(C)c3c(c2c1)N(c1ccc(O)cc1)CC3	-19	-1.6	-5	0.6	11	-3	0	-11	-38	1
CC[C@@H](C)[C@H](NC(=O)OCc1ccccc1)c1nnc([C@@H](NC(=O)OCc2ccccc2)[C@@H](C)CC)o1	-6	-2.1	0	0.8	-6	-4	-1	5	-5	0
COc1ccccc1NC(=S)N1CCOCC1	-5	0.2	-4	-0.2	-3	1	1	-9	6	4
COc1ccc(-c2noc3c2-c2nc(C(C)C)sc2CC3)cc1	-7	-0.6	9	-0.1	18	-11	0	5	-5	2
COc1ccc(/C=C2\SC(=O)N(CCC(=O)N3CCCCC3)C2=O)cc1OC	-1	2.5	7	-0.2	-4	1	-2	6	-2	1
Cc1cccc(N2CCN(S(=O)(=O)c3ccc(Cl)nc3)CC2C)c1 (stereo not given)	-10	-1.1	1	-0.1	1	0	-4	-5	-9	12
COC(=O)CCc1nc2c(C#N)c(-c3ccc(Cl)cc3)ccn2n1	8	2.1	-21	0.6	1	4	1	-22	8	1
COC(=O)c1c(NC(=O)c2ccccc2)sc2c1CC(C)(C)OC2	-5	0.6	-1	-0.2	2	2	-2	2	8	1
C/C(=N\NS(=O)(=O)c1ccc(C)c([N+](=O)[O-])c1)c1ccc2c(c1)OCO2	1	-1.5	-11	0.6	3	4	-12	15	2	6
CC(C)CN(C(=O)CSc1nc(N)cc(N)n1)C1CCS(=O)(=O)C1 (stereo not given)	1	-0.3	2	0.2	2	0	13	-9	-1	-4
CC(=O)Nc1ccc(-c2c(C)cc3oc(=O)cc(-c4ccccc4)c3c2C)cc1	-7	2.1	3	-1.1	7	-6	13	13	-7	-7
O=C(NCC1CCCCC1)c1ccc(=O)[nH]c1	6	2.9	2	0.2	3	-5	6	-5	0	12
CN(Cc1ccccc1)C(=O)c1ccccc1Br	0	1.4	-5	0.3	-2	5	4	4	-2	4
CC1(C)C(N(O)C(=O)Nc2ccc(Cl)cc2)N(c2ccc(Cl)cc2)C(=O)N1CC(=O)NN (stereo not given)	1	-0.7	10	-0.7	8	-3	10	19	-1	-56
CSc1nc(NS(=O)(=O)c2cc(Br)ccc2Br)cc(=O)[nH]1	1	1.0	-5	0.2	-1	-8	5	-1	-2	-7
COc1ccc(/C=C/c2nc3ccccc3c(=O)n2-c2cccc(C(=O)O)c2)cc1	1	2.8	-2	0.7	26	-4	-2	-5	-5	-3
Cc1c(C)n(O)c2ccc3nonc3c12	-1	-2.6	12	0.5	6	6	5	-26	2	-19
COc1ccc(-n2nc3c(c2NC(=O)CCCl)CSC3)cc1	-2	1.1	1	0.0	17	1	1	-2	1	-2
O=[N+]([O-])c1ccc(Oc2cc(NC3CCCCCCC3)c([N+](=O)[O-])cc2[N+](=O)[O-])cc1	-2	-0.9	0	0.3	10	-3	-11	-4	5	5
O=C(c1cc(C2CCCCN2C(=O)CCCc2ccccc2)on1)N1CCOCC1 (stereo not given)	-2	1.7	-6	-0.1	-4	-3	-4	-8	0	0
C=C(C)C1Cc2nc(N)nc(C)c2C1 (stereo not given)	-6	1.0	12	-0.6	-2	5	-5	0	1	6
C=CCNC(=O)/C(=C\c1ccc(OC)cc1)NC(=O)c1ccc([N+](=O)[O-])cc1	-2	0.8	3	0.8	-2	-9	8	-4	2	5
CCN(CC)S(=O)(=O)c1ccc(Cl)c(NC(=S)NC(=O)C2CCCC2)c1	3	1.5	15	-0.5	5	0	-6	10	3	-5
O=C(NCCC1CCCCN1S(=O)(=O)c1ccccc1)C(=O)NC1CC1 (stereo not given)	1	1.2	2	0.7	-7	-5	0	2	2	0
CSc1ccc(/C=N\NC(=O)CC(=O)NC(C)C)cc1	1	-1.2	5	0.8	-2	-4	8	-25	-1	-4
COc1ccc(C(=O)N2CCN(C3CCC(c4ccccc4)CC3)CC2)cc1OC (stereo not given)	-1	-1.0	-10	-0.3	-6	-2	-7	6	0	-10
CCc1ccc2c(c1)C1(SC(NC(C)=O)=NN1C(C)=O)C(=O)N2C(C)C (stereo not given)	4	-1.3	-2	0.0	-6	1	17	9	-1	3
O=C(c1ccc(F)cc1)N1CCC(C(=O)N2CCN(S(=O)(=O)c3ccccc3Br)CC2)CC1	4	0.8	10	-0.1	-8	-1	6	-3	-3	-3
CCN(CC)C(=O)CCCc1c[nH]c2ccccc12	1	1.8	9	0.6	-5	5	-4	-1	-3	-9
COc1ccc(OCC(=O)N2CCN(C(=O)COc3ccc(Br)cc3)CC2)cc1	-1	1.2	-6	0.4	-4	3	10	3	0	-5
Cc1ccc(C(=O)c2cnc3ccccc3c2-c2ccccc2)cc1	-3	-2.4	1	0.7	-4	0	-8	-3	-7	0
Clc1cccc(-c2nc(NCC3CCCO3)c3ccccc3n2)c1 (stereo not given)	4	1.2	-8	0.0	11	0	2	11	2	-13
CCOC(=O)c1cn(Cc2c(C)c(C)c(C)c(C)c2C)nn1	1	3.2	8	-0.5	-1	3	8	7	-9	-4
Cc1ccc(Cl)c(OCC(=O)OCC(=O)NC2CCCc3ccccc32)c1 (stereo not given)	-7	2.0	13	-0.5	-4	-5	1	4	0	-2
CCN(Cc1nc2cc(Cl)ccc2c(=O)[nH]1)C(=O)c1cccc(NC(=O)c2cccs2)c1	-2	0.8	10	0.9	5	8	7	11	-5	-38
COc1ccc(NC(=O)CSc2nnc(-c3cccs3)n2N)cc1S(N)(=O)=O	4	0.1	6	-0.7	2	-6	7	-15	1	6
COc1ccc(C)cc1NC(=O)c1nn(C)cc1Br	-3	-0.9	-1	-0.3	-1	4	4	-4	3	1
C[C@]12C(=O)N(c3ccc(Br)cc3)C(=O)N1[C@H]1c3ccccc3OC[C@@H]1[C@H]2c1ccccc1	2	-6.4	-3	-0.1	10	-4	-11	7	1	-4
COc1ccc(C(=O)Cc2cc(OC)c(OC)cc2[N+](=O)[O-])c(OC)c1	-6	2.2	-2	-0.5	-3	3	0	1	3	-1
CCC(C)[C@H](NC(=O)Nc1ccccc1F)C(=O)O (stereo not given in full)	0	1.1	-7	0.8	1	-2	-5	-9	-4	18
CCOC(=O)Nc1cc(C(=O)OC)ccc1C	4	-1.4	7	-0.8	-2	6	17	-6	-2	3
NC(=O)C1CCCN(C(=O)CNC(=O)C23CC4CC(CC(C4)C2)C3)C1 (stereo not given)	-4	2.2	-5	0.8	0	-3	-1	6	1	2
CCOc1cc(/C=N/NS(=O)(=O)c2ccccc2)ccc1OS(=O)(=O)c1ccc(C)cc1	-3	1.4	8	-0.1	32	3	5	11	-1	-34
O=[N+]([O-])c1cnc2ccccn12	-7	1.2	-12	0.7	0	-6	-2	-4	4	3
Nc1cccc(-c2cc3ccccc3oc2=O)c1	-2	-9.6	0	-0.4	0	2	3	6	5	8
CCOc1ccccc1NC(=O)CSc1nncc2ccccc12	-4	2.3	-4	-0.3	0	-4	5	-7	-3	-1
CC(C)Nc1ncnc2c1ncn2[C@H]1CN(Cc2ccncc2)C[C@@H](CO)O1	7	-0.6	-2	0.3	2	-1	0	-2	0	1
COCc1c(Br)c(C)nc(OCC(=O)O)c1C#N	2	-4.0	5	-0.1	-3	1	-6	0	2	-1
CC(=O)Nc1cnc(-c2cccc(C(=O)N(C)C)c2)cn1	-1	1.6	3	-0.1	2	1	-2	-73	2	10
Cc1ccc(NC(=O)CSCC(N)=O)cc1C	-1	0.4	-8	-0.2	0	-4	9	3	3	10

Next section:
canonical_smiles	GC-B act	GAA850 FXN act	ASAP1 GAP inh	KLK7 zymogen act	rCAG RNA binder	Tn6 DDE FP	ARFGAP1 inhibitor	ADAM10 inh	GC-A act	HGIII-sPLA2 inh
COc1ccc(C(=O)OCCOc2cccc(Cl)c2)cc1S(=O)(=O)N1CCOCC1	6	1.5	-1	0.9	-4	5	5	-3	1	-15
CCN(CC(=O)Nc1c(F)cccc1F)C(=O)/C=C/c1ccc(C)cc1	-3	1.1	7	-0.4	0	-7	1	-6	-4	-2
O=C(NCc1ccc2c(c1)OCO2)c1ccc(CS(=O)Cc2cccc(Cl)c2)o1 (stereo not given)	4	1.2	-11	0.2	-2	7	4	3	-2	3
COC(=O)C1CN(C(=O)COc2cc(C)cc(C)c2)c2ccccc2O1 (stereo not given)	-4	-1.3	5	0.2	-3	-4	-2	13	-7	1
COC(=O)[C@]12C[C@H](CC(=O)NCc3ccccc3)C(=O)N(Cc3ccco3)C1=C[C@H](C1CCCC1)O[C@@H]2C	-9	.	.	-0.1	-1	10	.	10	-12	-12
CCNC(=O)c1ccc(-n2nc(C(F)(F)F)c3c2CCCC3)cc1	-3	2.0	-8	-0.1	-5	2	-2	-5	-1	-7
CCOC(=O)c1oc2cc(O)ccc2c(=O)c1-c1ccc(OC)cc1	-6	1.9	-5	0.2	4	-1	-2	1	6	-10
OC(COc1cccc2ccccc12)CN1CCN(c2ccc(Cl)cc2)CC1 (stereo not given)	4	1.0	4	0.5	1	1	-1	11	0	-5
COC(=O)[C@]12C[C@H](CC(=O)NCCC(C)C)C(=O)N(Cc3ccccc3)C1=C[C@H](C(C)C)O[C@@H]2C1CC1	-5	.	3	-0.8	2	7	14	4	-6	7
CCC1CCCCN1C(=O)CSc1nnc(-c2cccs2)o1 (stereo not given)	5	2.4	-1	0.4	-6	3	-3	-7	2	-3

Compounds were not picked by outcome; any-hit rate near 4.5%.
